# Screening results: PubChem, National Center for Advancing Translational Sciences (NCATS)
# FEN1 inhibitor – blocks human flap endonuclease 1. Potency, µM (series often up to 114 µM), inactives show at the highest dose activity change, negative = inhibition, hits mostly inhibitors. Recombinant FEN1 flap cleavage, fluorescence, 15 min. 390,000 compounds, 0.35% hits. AID 588795; note: nearly all actives have a fitted effect of over 65% in size
# Target sequence (P39748 whole entry, looked up): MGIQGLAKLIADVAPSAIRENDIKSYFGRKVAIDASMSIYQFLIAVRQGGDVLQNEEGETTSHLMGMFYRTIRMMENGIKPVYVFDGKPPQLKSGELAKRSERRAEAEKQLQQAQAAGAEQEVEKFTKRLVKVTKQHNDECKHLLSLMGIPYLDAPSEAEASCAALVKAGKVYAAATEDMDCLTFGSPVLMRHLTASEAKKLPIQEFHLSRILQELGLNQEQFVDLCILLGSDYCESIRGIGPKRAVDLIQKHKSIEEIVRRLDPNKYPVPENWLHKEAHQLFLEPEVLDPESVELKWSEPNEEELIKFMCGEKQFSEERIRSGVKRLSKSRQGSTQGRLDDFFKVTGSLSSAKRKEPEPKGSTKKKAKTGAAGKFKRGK
#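 Read-out was taken twice, immediately and after 15 min, following addition of 50 nM substrate to 10 nM FEN1 that had sat with test compound for 15 min at room temperature. Curves came from a four-parameter Hill model.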
# N370S GC – inhibitors or activators of N370S glucocerebrosidase for Gaucher disease. N370S GC spleen homogenate, 4MU-glucoside fluorescence. Potency, µM (titrated, usually from 59.4 µM), without a hit: top-dose activity change, negative = inhibition, usual class: inhibitors. 330,000 compounds, 0.092% hits. AID 2101;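 note: 0% = full enzyme activity and -100% = no enzyme basal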
# GCN5L2 inh – blocks human GCN5L2 histone acetyltransferase; GCN5L2 HAT assay, ThioGlo1 CoA-SH fluorescence; Potency, µM (series often up to 58.9 µM), without a hit: at the highest dose activity change, negative = inhibition, usual class: inhibitors; 390,000 compounds, 0.21% hits; AID 504327
#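 Preincubate 20nM GCN5L2 with compound 15 min, RT → add 50uM ThioGlo1 + 75uM H3(1-25) + 70uM acetyl-CoA → read fluorescence 0 and 20 min. Primary qHTS; fluorescent artifacts likely.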
# Starred values were filed as active, the others as inactive; ? = inconclusive; / = no result given; & = joins results of further samples; [ ] = dose if it differs, or a comment. Calls come from the whole dose curve; as a rule, active = well fitted curve in the direction sought with a large enough effect; inconclusive = small, poorly fitted or top-dose-only effect, or another doubt; inactive = no such curve, though single readings can be large; an effect the other way counts as inactive or inconclusive. Unless noted, % is set by controls: 0 for no effect and ±100 for the full control effect; potency is the fitted concentration of half-maximal effect. A portion of the library; count on the stated rates, not on these rows.
FEN1 inhibitor,N370S GC,GCN5L2 inh,canonical_smiles
3%,1%,-7%,Cc1noc(C)c1C(=O)Nc1nc(-c2ccccc2Cl)cs1
-11%,/,1%,CCCn1c(=O)c2sccc2n2c(CCCC(=O)N3CCN(c4cccc(C)c4C)CC3)nnc12
-2%,-18%,-4%,Cc1c(C(=O)NCCCN2CCCC2=O)oc2ccc(S(=O)(=O)N3CCOCC3)cc12
1%,10%,-1%,CCOC(=O)CNC(=O)C1CCCc2c1[nH]c1ccc(Cl)cc21 (stereo not given)
-17%,4%,-6%,CCOc1ccc(NC(=S)NN(C)C(=S)Nc2ccc(OCC)cc2)cc1
-9%,2%,-1%,Cc1ccc2nsnc2c1S(=O)(=O)N1CCCC1
-9%,-6%,-1%,COC1CCCN(C(=O)c2ccc3oc(Cc4ccc(Cl)cc4)nc3c2)C1 (stereo not given)
-2%,21%,11%,COc1ccc(CCNC(=O)c2ccc(Cl)cc2)cc1
3%,27%,-5%,Cc1cc(C(C)(C)C)nc2[nH]n(-c3ccccc3)c(=O)c12
12%,/,-8%,COc1ccc(C(=O)Cn2c(=O)c(-c3cc(C)ccc3NC(C)=O)nc3ccccc32)cc1
-2%,-8%,-1%,Cc1ccc(CNC(=O)CSc2nnc(CNC(=O)c3ccccc3)o2)cc1
-14%,/,-6%,COc1ccc(CCC(=O)OCc2csc(CC(=O)Nc3ccc(C)cc3)n2)cc1OC

# Part of the list above, reformatted.
SMILES | FEN1 inhibitor | N370S GC | GCN5L2 inh
CCOc1ccc(NC(=S)NN(C)C(=S)Nc2ccc(OCC)cc2)cc1 | -17% | 4% | -6%
Cc1ccc2nsnc2c1S(=O)(=O)N1CCCC1 | -9% | 2% | -1%
COC1CCCN(C(=O)c2ccc3oc(Cc4ccc(Cl)cc4)nc3c2)C1 (stereo not given) | -9% | -6% | -1%
COc1ccc(CCNC(=O)c2ccc(Cl)cc2)cc1 | -2% | 21% | 11%

# New compounds follow.
FEN1 inhibitor,N370S GC,GCN5L2 inh,canonical_smiles
-4%,/,-4%,Cn1c(CC(=O)NNC(=O)c2ccccc2[N+](=O)[O-])nc2ccccc21
5%,/,-15%,COc1ccc(CCNC(=O)c2cc(C3CC3)nc3c2cnn3C(C)C)cc1
?,/,1%,CCC1CCCCN1C(=O)CSc1nc2c([nH]c3ccccc32)c(=O)n1-c1cccc(OC)c1 (stereo not given)
-8%,-2%,-8%,CC(C)(C)c1ccccc1N=Cc1ccc2ccccc2n1
-6%,0%,-1%,Cc1cccc(C(C(=O)NC2CCCC2)N(Cc2cccnc2)C(=O)c2csnn2)c1 (stereo not given)
-10%,/,-6%,COc1cc2c(cc1OC)C(COc1ccc(F)cc1)N(C(=O)c1ccc(S(=O)(=O)N3CCCC3)cc1)CC2 (stereo not given)
3%,-8%,-8%,Cc1ccc(C)[n+](CC(=O)N2CCCCC2)c1
-5%,-10%,-8%,CCN(CC)CC(=O)c1ccc(-c2ccccc2)cc1
/,11%,?,COc1cccc(Cn2c(=O)c(-c3cccs3)nc3cnc(OC)nc32)c1
4%,-3%,-3%,Cc1cc(NC(=O)CCC(=O)N(CC(=O)NC2CCCC2)c2ccc(F)c(Cl)c2)no1
7%,?,-19%,CC1CCN(CCCNC(=O)c2cc3c(s2)-c2ccccc2OC3)CC1
-3%,1%,-1%,CC(OC(=O)CCN=C1NS(=O)(=O)c2ccccc21)C(=O)Nc1ccc(F)c(F)c1F (stereo not given)
-9%,3%,1%,CC(C)(CO)NCc1ccc(Br)cc1
-10%,-5%,-3%,Cc1ccc(Cn2c(=N)c(C(=O)NCCN3CCOCC3)cc3c(=O)n4ccccc4nc32)cc1
0%,1%,-15%,COc1ccc(/C=C/C(=O)CCC(=O)O)cc1
-4%,-23%,-4%,CCCCSC(=S)NC1CCS(=O)(=O)C1 (stereo not given)
-17%,-7%,-1%,Cc1ccn2cc(-c3ccc(O)c(O)c3)nc2c1
-10%,-24%,1%,COc1ccc(OC)c(S(=O)(=O)n2nnc3ccccc32)c1
-1%,/,-2%,CCCCN1C(=O)c2ccc(C(=O)OCC(=O)NCCc3ccc(S(N)(=O)=O)cc3)cc2C1=O
-7%,-4%,0%,COCCCNC(=O)c1ccc2c(=O)n(Cc3ccc(Cl)cc3)c(=S)[nH]c2c1
-4%,-13%,-1%,Cn1c(=O)c2c(nc(Sc3ncnn3CC(=O)NC3CCCCC3)n2C)n(C)c1=O
7%,3%,-2%,CCOc1ccc(C(CC(=O)O)NC(=O)c2ccco2)cc1 (stereo not given)
-4%,17%,10%,C/C(=N\NC(=O)C1(C)NC(C)(C)Cc2ccccc21)c1ccccc1 (stereo not given)
1%,-3%,0%,CC(=O)c1ccc(NC(=O)C2CC(=O)Nc3nc4ccccc4n32)cc1 (stereo not given)

# Compounds from the list above that contain a furan ring, fused or not, in the order listed:
FEN1 inhibitor,N370S GC,GCN5L2 inh,canonical_smiles
-2%,-18%,-4%,Cc1c(C(=O)NCCCN2CCCC2=O)oc2ccc(S(=O)(=O)N3CCOCC3)cc12
7%,3%,-2%,CCOc1ccc(C(CC(=O)O)NC(=O)c2ccco2)cc1 (stereo not given)

# Additional compounds:
FEN1 inhibitor,N370S GC,GCN5L2 inh,canonical_smiles
-8%,/,-20%,COc1cc(NC(=O)Cn2c(=O)cc(C)c3c(C)nn(-c4ccc(C)cc4)c32)cc(OC)c1
-3%,-4%,-8%,COC(=O)c1ccc(-n2c(C)cc(C(=O)COC(=O)CC3Sc4ccccc4NC3=O)c2C)cc1 (stereo not given)
-10%,-2%,-1%,CCN(CC)S(=O)(=O)c1cccc(C(=O)N[C@H](C(=O)NCc2ccc(Cl)cc2)C(C)C)c1
-14%,-1%,1%,O=C1c2ccccc2C(=O)c2[nH]cnc21
1%,-5%,1%,C/C(=N\N1CCN(Cc2ccc(Cl)cc2)CC1)c1ccc([N+](=O)[O-])cc1
8%,10%,-8%,C=CCc1cccc(CNc2c(C)cc(C)cc2C)c1O
4%,3%,1%,CCOc1cc2[nH]c(=O)n(CCC(=O)N3CCN(c4ccccc4OC)CC3)c(=O)c2cc1OCC
-1%,-3%,-1%,O=C(CNS(=O)(=O)c1ccccc1)Nc1ccc2c(c1)OCO2
19%,/,1%,Cc1c(Cl)cccc1-n1nc(C)c2c(C(=O)NCc3ccccc3)cc(C3CC3)nc21
0%,/,-1%,CC1CN(C(=O)Nc2ccc(C(=O)NCc3cccc(F)c3)cc2)c2ccccc2S1 (stereo not given)
?,-19%,-11%,O=c1cc2oc3cc(O)c(O)cc3c(-c3ccccc3[N+](=O)[O-])c-2cc1O
-10%,/,-7%,COc1ccc(-c2cn3nc(N4CCCC(C(=O)Nc5cc(C)cc(C)c5)C4)sc3n2)cc1 (stereo not given)
6%,0%,-9%,O=[N+]([O-])c1cccc(CN2CCN(S(=O)(=O)Cc3ccccc3)CC2)c1
15%,-11%,/,CC12CCC(/C(=N/O)C1=O)C2(C)C (stereo not given)
4%,2%,-26%,CCCCN(Cc1cc2cc(OC)ccc2[nH]c1=O)C(=O)c1ccccn1
-2%,2%,2%,CCN(CC(=O)NCc1cccs1)c1ccc(S(=O)(=O)N2CCOCC2)cn1
-7%,4%,5%,COc1ccc(S(=O)(=O)N(n2c(C)nnc2-n2nc(C)cc2C)S(=O)(=O)c2ccc(OC)cc2)cc1
14%,-1%,-12%,Fc1cccc(Cc2noc(CN3CCSCC3)n2)c1
4%,-24%,-15%,Cc1cc(C(=O)CN2C(=O)NC3(CCCc4ccccc43)C2=O)c(C)n1C (stereo not given)
4%,1%,-9%,Cc1ccccc1CN(C)CCS(=O)(=O)c1cc(Cl)ccc1Cl
0%,3%,1%,Cn1cc(S(=O)(=O)N2CCN(c3ccc(F)cc3)CC2)c(=O)n(C)c1=O
-11%,-4%,0%,COc1cccc(OCC(=O)NC2CCCCC2)c1
/,4%,-6%,COc1cccc(Nc2ncc3nc(-c4ccccc4)c(=O)n(C)c3n2)c1
4%,1%,-6%,NC(=O)c1ccc(NC(=O)COc2coc(CN3CCc4ccccc4C3)cc2=O)cc1
35%,14%,-5%,CCc1[nH]c(=O)c(C#N)c2c1COC(C)(C)C2
-9%,9%,?,CNC(=S)N/N=C/c1cc(Br)cc(Br)c1O
-3%,-10%,-9%,COc1ccc(C(=O)NCCCCNC(=O)c2ccc(OC)c(OC)c2)cc1OC
/,-2%[21.6 µM],3%[21.4 µM],CCCCC[C@H](O)/C=C\[C@@H]1[C@H](O)CC(=O)[C@@H]1CCCCCCC(=O)O
11%,-24%,1%,COCCNC(=O)c1cn(C)c2ccc(S(=O)(=O)N3CCCC3)cc2c1=O
0%,/,-2%,CC1CCc2sc(C(=O)NC3CCN(Cc4ccccc4)CC3)cc2C1 (stereo not given)
4%,/,-5%,Cc1cc(C(=O)Nc2c(C)nc3ccccn3c2=O)ccc1[N+](=O)[O-]
-2%,-16%,-2%,COCCNC(=O)C1CCN(C(=O)c2cc3sccc3n2Cc2ccc(F)cc2)CC1
4%,?,-2%,O=[N+]([O-])c1ccc(-n2nnnc2CN2CCCCC2)cc1
6%,-15%,-4%,CCNC(=S)NC(=NCc1cccnc1)Nc1nc(C)cc(C)n1
21%,1%,0%,Cc1cccc(-n2ncc3c2CCCC3NC(=O)CCc2ccncc2)c1C (stereo not given)
8%,6%,-7%,O=C(CN1C(=O)C2(OCCO2)c2ccccc21)c1ccc(Br)cc1
-3%&-17%,0%,0%,COc1ccc(CN2CCN(c3ccccn3)CC2)c(OC)c1C
0%,6%,-10%,CCSc1nnc(NS(=O)(=O)c2ccc(OC)cc2)s1
1%,11%,-6%,Cc1ccc(S(=O)(=O)N2CCCCC2)cc1NC(=O)CSc1nccn1C
-4%,20%,-9%,CCOC(=O)C1=C(C)Nc2ccccc2N=C1NC(=O)Cc1ccc(Cl)c(Cl)c1
1%,0%,-5%,Cc1ccc(-c2ccc(SCC(=O)Nc3cc(C)on3)nn2)cc1
5%,/,-7%,CC(C)OCCCn1c(=O)c2ccccc2n2c(-c3ccccc3)nnc12
-27%,3%,-24%,Cc1c(CBr)[n+](=O)c2c(n1[O-])C(Br)CCC2Br (stereo not given)
-5%,0%,-2%,CC(C)C[C@H](NC(=O)N1CCn2c1nc1ccccc12)C(=O)NCc1ccco1
8%,-2%,-17%,COc1ccc(OC)c2nc(-c3ccncc3)ccc12
-3%,3%,-6%,CCOC(=O)C1CCCN(Cc2cc(=O)oc3cc(C)c(C)cc23)C1 (stereo not given)
-19%,/,-8%,Cc1ccc(Cl)cc1NC(=O)C1CCCN(S(=O)(=O)c2c(C)noc2/C=C/N(C)C)C1 (stereo not given)
-5%,6%,-14%,Cc1ccc(N/C(N)=N/c2nc3c(c(=O)[nH]2)CCCC3)c(C)c1
2%,-1%,-9%,S=C1NC2(CCCC2)Nc2ccccc21
1%,22%,0%,Cc1ccc(/C=N/NC(=O)CSc2nc3ccccc3c(=O)n2-c2ccccc2)s1
1%,-1%,1%,Cc1cccc(NC(=S)NCCCN2CCOCC2)c1
-14%,9%,-3%,O=C(CSc1n[nH]c(-c2ccc(S(=O)(=O)N3CCCCC3)cc2)n1)Nc1nccs1
-5%,9%,-2%,S=c1[nH]nc(COc2ccccc2)n1Cc1ccccc1
-1%,11%,-4%,CCN(C(=O)CSc1nnc2nc(C)cc(C)n12)c1ccccc1
17%,-7%,-1%,CCCC(=O)C1=C(N(C)c2ccccc2)CC(C)(C)CC1=O
6%,-10%,-2%,CCOCC(=O)Nc1cc(OC)c(Cl)cc1OC
?,-5%,-7%,CC(C)(C)c1ccc(OCc2ccc(C(=O)N/N=C/c3ccc(O)c(O)c3)cc2)cc1
17%,1%,-4%,c1ccc(N2CCN(c3ccc4nncn4n3)CC2)nc1
-24%,-20%,0%,O=C(C1=C[C@H](c2ccc(C(F)(F)F)cc2)C[C@H](OCCCCO)O1)N1CCN(Cc2ccc3c(c2)OCO3)CC1
2%,3%,-27%,COc1ccc(N(CC(=O)Nc2cc(OC)ccc2OC)S(=O)(=O)c2c(C)noc2C)cc1

# Ordered by the number under FEN1 inhibitor (largest number first): 3 of the compounds above.
canonical_smiles | FEN1 inhibitor | N370S GC | GCN5L2 inh
CCOCC(=O)Nc1cc(OC)c(Cl)cc1OC | 6% | -10% | -2%
S=c1[nH]nc(COc2ccccc2)n1Cc1ccccc1 | -5% | 9% | -2%
O=C(CSc1n[nH]c(-c2ccc(S(=O)(=O)N3CCCCC3)cc2)n1)Nc1nccs1 | -14% | 9% | -3%

# (further entries)
FEN1 inhibitor,N370S GC,GCN5L2 inh,canonical_smiles
5%,3%,-9%,COc1ccc(/C=C/C(=O)c2ccccc2O)cc1CN1CCOCC1
-4%,-10%,1%,S=C(NCCc1ccccc1)Nc1cccc2cnccc12
1%,10%,2%,CCOC(=O)c1sc(=NC(=O)c2ccc(OC(C)C)cc2)n(C)c1C
17%,-1%,1%,C/C(=N\NC(=O)CSc1nc(C)cc(C)n1)c1cccs1
1%,/,-2%,O=C(Cn1cnc2c(NCc3ccccc3)ncnc21)NCc1ccc2c(c1)OCO2
9%,2%,-3%,CC(C)N(CC#CC(O)(c1ccccc1)c1ccccc1)CCO
25%,4%,-5%,CC(C)(C)c1ccc(C(=O)N/C(N)=N/c2nc3ccccc3o2)cc1
